Diaph inh CS = counter-screen for diaphorase-based assays: diaphorase inhibitors and chemical oxidizers. diaphorase resazurin-to-resorufin fluorescence, NADH, 16 min; bacterial (C. kluyveri) enzyme, not human. inhibition, % at 20 µM. actives 0.69% (n = 190,000). AID 1217;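 active = primary screen inhibition at 20 µM above a set limit, cut at about 50% in these data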;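 note: plate controls were DMSO with full reaction for no effect and wells lacking NADH for full effect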
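material = Clostridium kluyveri diaphorase enzyme | amount = 0.14 U/mL diaphorase, enzyme working solution | schedule = incubation 16 min, room temperature | detection = fluorescence of resorufin formed from resazurin, Ex 544/Em 590 nm | benchmarks = positive control minus NADH, DMSO neutral control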
FLuc stim CS = affects firefly luciferase, flagging false hits in luciferase stimulation screens | P08659 | ATPlite luciferase biochemical, luminescence, 10 min; 0 = ATP-free wells, 1 = DMSO control | activation factor at 10 µM | 200,000 tested, under 10 active;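 active = luciferase activation factor, scaled between plate controls, of at least 2 with compound at 10 µM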
Target sequence (P08659 whole entry, looked up): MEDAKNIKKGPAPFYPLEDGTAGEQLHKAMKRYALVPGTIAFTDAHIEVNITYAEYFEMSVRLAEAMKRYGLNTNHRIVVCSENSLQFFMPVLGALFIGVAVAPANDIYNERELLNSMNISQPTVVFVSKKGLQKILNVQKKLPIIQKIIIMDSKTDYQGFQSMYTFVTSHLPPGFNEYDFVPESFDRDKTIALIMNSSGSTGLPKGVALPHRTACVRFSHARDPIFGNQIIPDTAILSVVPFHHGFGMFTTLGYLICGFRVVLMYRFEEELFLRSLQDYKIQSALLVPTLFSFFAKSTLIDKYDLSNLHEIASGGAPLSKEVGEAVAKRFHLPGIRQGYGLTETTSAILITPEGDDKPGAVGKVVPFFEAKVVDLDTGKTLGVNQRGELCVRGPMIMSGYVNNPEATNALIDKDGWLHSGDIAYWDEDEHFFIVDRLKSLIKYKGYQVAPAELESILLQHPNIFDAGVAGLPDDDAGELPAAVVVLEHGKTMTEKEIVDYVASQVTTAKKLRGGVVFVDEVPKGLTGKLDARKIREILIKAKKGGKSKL
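Material: Luciferase/luciferin reagent mix | Doses: Test compounds dosed from 2 mM stocks in 100% DMSO | Timing: 10 min incubation after luciferase reagent addition, room temperature | Measured by: Luminescence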
HMGR II inh = E. faecalis class II HMG-CoA reductase inhibition. AID 1066. inhibition, % at 10 µM. purified E. faecalis HMGR, NADPH absorbance 340 nm kinetic. actives 0.41% (n = 190,000);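 active = inhibition above a set limit, the median over all tested compounds plus 3 SD, cut at about 9.5% in these data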;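 note: enzyme runs in reverse so mevalonate oxidation gives rising NADPH absorbance; 0% = complete reaction with DMSO and 100% = background rate lacking mevalonate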
TNAP inh noacc = inhibitors of human TNAP without phosphate acceptor. P05186. purified TNAP, CDP-star luminescence, 30 min. inhibition, % at 20 µM. actives 0.26% (n = 200,000). AID 1012;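 active = tissue-nonspecific alkaline phosphatase inhibition above about 50% at 20 µM in the single-dose screen, limit read from the data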;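 note: 0% = DMSO negative control and 100% = EDTA positive control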
PMI act satM6P = activators of human phosphomannose isomerase at near-saturating mannose 6-phosphate; P34949; coupled PMI enzyme assay, resazurin fluorescence, 20 min; active compounds read high; 1 = untreated enzyme, 0 = substrate-free blank; activation factor at 20 µM; actives 0.34% (n = 190,000); AID 1216;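 active = activation factor of 2 or more at 20 µM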
Target sequence (P34949 whole entry, looked up): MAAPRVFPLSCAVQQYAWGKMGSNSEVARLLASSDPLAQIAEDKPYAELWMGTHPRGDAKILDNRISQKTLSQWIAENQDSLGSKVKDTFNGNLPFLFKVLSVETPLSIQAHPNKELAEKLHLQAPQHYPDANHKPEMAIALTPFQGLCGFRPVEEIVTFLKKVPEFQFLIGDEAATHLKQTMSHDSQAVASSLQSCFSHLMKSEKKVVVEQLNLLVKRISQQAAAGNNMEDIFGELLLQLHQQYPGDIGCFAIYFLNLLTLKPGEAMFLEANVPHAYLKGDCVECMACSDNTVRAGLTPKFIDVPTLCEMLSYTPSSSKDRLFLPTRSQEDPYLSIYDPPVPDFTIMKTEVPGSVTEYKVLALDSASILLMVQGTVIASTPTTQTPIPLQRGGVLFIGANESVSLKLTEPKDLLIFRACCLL
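Test system: human phosphomannose isomerase with PGI, G6PDH, diaphorase coupling enzymes; amount: 15 ng/mL PMI; incubation: enzyme reaction with compound 20 min at room temperature; technique: resorufin fluorescence (Ex 544/Em 590 nm) from resazurin via diaphorase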
PMI activator = phosphomannose isomerase (human) activation; P34949; purified human PMI, coupled resazurin fluorescence, 20 min; active compounds read high; 1 = vehicle control, 0 substrate-free wells; activation factor at 20 µM; actives 0.005% (n = 190,000);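 active = activation factor of 2 or more at 20 µM, relative to plate controls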
TNAP inh hi DEA = blocks human TNAP under high phosphate acceptor concentration | P05186 | purified TNAP, CDP-star luminescence, 1 M DEA | inhibition, % at 20 µM | actives 0.03% (n = 200,000) | AID 1135;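 active = over 50% inhibition of tissue-nonspecific alkaline phosphatase at 20 µM in the single-dose screen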;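 note: plate controls were DMSO wells for no effect and EDTA-quenched wells as full inhibition for full effect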
G6PDH counter = L. mesenteroides G6PDH inhibition counter-screen | actives 0.12% (n = 200,000) | AID 1020 | Purified L. mesenteroides G6PDH, diaphorase/resazurin coupled fluorescence, 45 min | inhibition, % at 5 µM; in the data active = inhibition above about 50%
Diaph act CS = diaphorase activation or chemical reduction counter-screen; Diaphorase/resazurin coupled assay, resorufin fluorescence, 16 min; active compounds read high; 1 = vehicle wells, 0 = NADH-free wells; activation factor at 20 µM; actives 0.005% (n = 190,000); AID 1229;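 active = diaphorase activity raised at least twofold by the compound at 20 µM; inactive = activation factor below 2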
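Material: purified diaphorase enzyme from Clostridium kluyveri / Medium: HEPES pH 7.4 buffer with MgCl2 and Tween 20 / Schedule: enzyme reaction of 16 min at room temperature / Measured by: resorufin fluorescence, excitation 544 nm, emission 590 nm / Evaluation: rise in resorufin formation, marking diaphorase activation or chemical reduction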
TNAP act hiacc = TNAP (human) activation, high acceptor; activation factor at 20 µM; purified TNAP, CDP-star luminescence, 1 M DEA, 30 min; active compounds read high; 0 = EDTA background, 1 = DMSO-only activity; 200,000 tested, under 10 active; P05186; AID 1136;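 active = activation factor at least 2 at 20 µM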
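Test system – human TNAP · Doses – 20 µM single point · Incubation – 30 min, room temperature · Signal – luminescent substrate turnover signal · Read-out basis – activation factor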
An asterisk follows results filed as active; / = not tested or not shown.

1. CSc1ccccc1NC(=O)CN(c1cccc(C)c1)S(C)(=O)=O
2. CC(Oc1ccc(C(=O)NC2CCCCC2)cc1)C(=O)O (configuration not stated)
3. CCCc1cc(=O)[nH]c(SCc2ccccc2Cl)n1
4. O=C(CSc1ncn[nH]1)NCCC(c1ccccc1)c1ccccc1
5. Cc1cc2n(c(=O)c1C#N)CCCN2c1cccc(Cl)c1
6. O=C(CCl)NCCN1C(=O)S/C(=C\c2cccnc2)C1=O
7. CCc1ccc(CN(C)C(=O)CCc2nnc(COc3ccccc3)o2)cc1
8. O=C(NC1CCCC1)C(c1cccnc1)N(C(=O)c1csnn1)C1CC1 (configuration not stated)
assay / compound,1,2,3,4,5,6,7,8
Diaph inh CS,0,10,14,8,9,-15,14,4
G6PDH counter,13,11,7,8,2,-2,0,2
TNAP inh noacc,-10,-12,-18,55*,2,5,-2,-4
PMI act satM6P,1,1,1,1,0.8,0.9,1,1.1
HMGR II inh,-1,-7,2,-3,-4,-1,/,-1
TNAP act hiacc,1.1,1.1,1.1,0.5,1,1,1,1
PMI activator,1,0.9,1,1,1,1,0.9,1
Diaph act CS,1,0.9,0.9,0.9,0.9,1.1,0.9,1
FLuc stim CS,1,1,1.1,1,1,1,1.1,1
TNAP inh hi DEA,-6,-6,-5,51*,1,0,2,0

9. CCOC(=O)c1c(C)[nH]c(O)c1C=Nc1ccccc1
10. C=CCC(CC=C)(NC(=O)c1ccccc1)c1ccccc1
11. O=C(Cn1nnc(-c2ccccc2)n1)NCc1ccco1
12. COc1ccc(CCN(Cc2ccccn2)C(=S)Nc2ccccc2Cl)cc1OC
13. CC(NC(=O)COC(=O)c1ccc([N+](=O)[O-])s1)c1ccccc1 (configuration not stated)
14. COCC(=O)Nc1cc(=O)n(C)c(=O)n1C
15. Cc1ccc(SCCNC(=S)Nc2cc(C)ccc2C)cc1
16. O=C(NCC1CCCO1)C(C(=O)c1ccccc1)n1cc(Cl)ccc1=O (configuration not stated)
assay / compound,9,10,11,12,13,14,15,16
Diaph inh CS,26,0,16,10,22,-16,16,5
G6PDH counter,3,7,3,-7,15,4,2,-1
TNAP inh noacc,0,-8,-15,-6,-17,-8,-32,-12
PMI act satM6P,0.9,1.1,0.9,0.9,0.9,1.1,1,0.8
HMGR II inh,0,3,-2,-1,-9,-4,-5,-1
TNAP act hiacc,1,1,1.1,1,1,1,1.1,1.1
PMI activator,1.1,1,0.9,0.9,0.9,1,1,1
Diaph act CS,0.7,1,0.8,0.9,0.8,1.2,0.8,1
FLuc stim CS,1,1,1,1,1.1,1,1.1,1.1
TNAP inh hi DEA,0,1,-5,-2,-4,-3,-10,-7

Among those listed so far, these contain four or more nitrogen atoms:
4. O=C(CSc1ncn[nH]1)NCCC(c1ccccc1)c1ccccc1
8. O=C(NC1CCCC1)C(c1cccnc1)N(C(=O)c1csnn1)C1CC1 (configuration not stated)
11. O=C(Cn1nnc(-c2ccccc2)n1)NCc1ccco1
assay / compound,4,8,11
Diaph inh CS,8,4,16
G6PDH counter,8,2,3
TNAP inh noacc,55*,-4,-15
PMI act satM6P,1,1.1,0.9
HMGR II inh,-3,-1,-2
TNAP act hiacc,0.5,1,1.1
PMI activator,1,1,0.9
Diaph act CS,0.9,1,0.8
FLuc stim CS,1,1,1
TNAP inh hi DEA,51*,0,-5

Record cards, as listed above. Screens in order: Diaph inh CS, G6PDH counter, TNAP inh noacc, PMI act satM6P, HMGR II inh, TNAP act hiacc, PMI activator, Diaph act CS, FLuc stim CS, TNAP inh hi DEA
Shown for COc1ccc(CCN(Cc2ccccn2)C(=S)Nc2ccccc2Cl)cc1OC → 10, -7, -6, 0.9, -1, 1, 0.9, 0.9, 1, -2
Shown for Cc1ccc(SCCNC(=S)Nc2cc(C)ccc2C)cc1 → 16, 2, -32, 1, -5, 1.1, 1, 0.8, 1.1, -10
Shown for C=CCC(CC=C)(NC(=O)c1ccccc1)c1ccccc1 → 0, 7, -8, 1.1, 3, 1, 1, 1, 1, 1
Shown for CC(NC(=O)COC(=O)c1ccc([N+](=O)[O-])s1)c1ccccc1 (configuration not stated) → 22, 15, -17, 0.9, -9, 1, 0.9, 0.8, 1.1, -4
Shown for COCC(=O)Nc1cc(=O)n(C)c(=O)n1C → -16, 4, -8, 1.1, -4, 1, 1, 1.2, 1, -3

(more compounds)
17. COc1cccc(C2C(C(=O)c3cc4ccccc4o3)=C(O)C(=O)N2c2cc(C)on2)c1OC (configuration not stated)
18. Cn1c(=O)cc(OCC(=O)NCCCN2CCN(c3cccc(Cl)c3)CC2)c2ccccc21
19. COc1ccccc1C1(O)CCN(C(=O)c2cccs2)CC1
20. Cc1nn(-c2ccccc2)c(N)c1C(O)(CSc1nccn1C)C(F)(F)F (configuration not stated)
21. CCOc1ccc(N2C(=O)CC(N(Cc3ccco3)C(C)=O)C2=O)cc1 (configuration not stated)
22. CCc1ccccc1Nc1ccc(C(=O)O)cc1N
23. Cn1c(CN2CCCCC2)nc2cc(NC(=O)c3ccccc3Cl)ccc21
24. O=[N+]([O-])c1cc(C(F)(F)F)ccc1NCCc1c[nH]c2ccc(O)cc12
assay / compound,17,18,19,20,21,22,23,24
Diaph inh CS,16,26,14,4,-12,5,0,36
G6PDH counter,3,-42,2,-2,-1,7,2,-38
TNAP inh noacc,-8,-18,-12,-10,3,8,-5,5
PMI act satM6P,1,0.9,1,1.1,1.1,1.1,1,0.7
HMGR II inh,-2,1,-2,-3,-6,1,-5,1
TNAP act hiacc,1,1,1,0.9,0.9,1,1,1
PMI activator,0.9,0.9,1,1.1,1,1,1.1,0.6
Diaph act CS,0.8,0.7,0.9,1,1.1,0.9,1,0.6
FLuc stim CS,1.1,1,1,1.1,0.9,1,1,1
TNAP inh hi DEA,-4,-1,-4,9,5,5,3,4

25. O=C1CN(C(=O)COC(=O)CNS(=O)(=O)c2ccccc2)c2ccccc2N1
26. Cc1cccc(OCC(=O)NNC(=O)CSc2ncc(C#N)c(N)n2)c1
27. O=C(Cn1c2[n+](c3ccc(C(F)(F)F)cc31)CCCCC2)Nc1ccccc1
28. O=C(CSc1ccc2nnc(-c3ccccn3)n2n1)NCc1ccco1
29. O=C(NCc1ccc(F)cc1)C(=O)NCC(c1ccco1)N1CCOCC1 (configuration not stated)
30. CCOC(=O)c1sc2ccccc2c1OC(=O)c1ccccc1OC
31. CCOC(=O)N1CCN(c2cc(C)c(C(C)=O)cc2F)CC1
32. Cc1cccc(S(=O)(=O)N/N=c2\sc3ccccc3n2C)c1
assay / compound,25,26,27,28,29,30,31,32
Diaph inh CS,7,13,-5,16,3,12,22,34
G6PDH counter,8,5,17,5,0,-20,6,-1
TNAP inh noacc,-12,-45,-3,-3,-11,-9,-11,-13
PMI act satM6P,1.1,1,1.1,1.3,1.1,1,0.9,1
HMGR II inh,-3,5,-9,-2,-8,-3,-1,0
TNAP act hiacc,1,1,1,1,1,1,1.1,1.1
PMI activator,1.1,1.1,0.9,1.2,1,0.8,0.8,1
Diaph act CS,0.9,0.9,1,0.8,1,0.9,0.8,0.7
FLuc stim CS,1.1,1,1,1,1,1,1,1
TNAP inh hi DEA,-5,-4,-2,4,-4,4,-6,-7

33. O=C1CCC(C(=O)OCC(=O)C23CC4CC(CC(C4)C2)C3)N1 (configuration not stated)
34. CCNCc1ccc(OCc2cccs2)c(OCC)c1
35. COc1cc(/C=C2/SC(=O)N(Cc3ccccc3Cl)C2=O)ccc1OCc1ccncc1
36. O=C(Cc1cccs1)Nc1cccc([N+](=O)[O-])c1
37. COc1cc(/C=C2\C(=O)N(C)C(=S)N2C)ccc1O
38. CCOC(=O)CCc1nn(C)c(=O)c2ccccc12
39. CCCn1c(N)c(C(c2ccc(OC)cc2)N2CCN(c3ccccc3)CC2)c(=O)[nH]c1=O (configuration not stated)
40. O=C(COC(=O)c1cc([N+](=O)[O-])ccc1NCc1ccccc1)NC1CCCc2ccccc21 (configuration not stated)
assay / compound,33,34,35,36,37,38,39,40
Diaph inh CS,10,3,-14,-4,2,8,14,20
G6PDH counter,5,0,-2,6,0,2,12,1
TNAP inh noacc,-15,-7,-3,-8,35,-6,-42,-1
PMI act satM6P,0.9,1,1.1,1.1,0.9,1.1,0.9,0.9
HMGR II inh,-9,-1,-5,2,0,-4,2,-1
TNAP act hiacc,1.1,1,1,1,0.6,1,1,1
PMI activator,1,1,1,1.3,0.9,1,0.9,0.9
Diaph act CS,0.9,1,1.1,1,1,0.9,0.9,0.8
FLuc stim CS,1,1.1,1,1,1,1.1,1,1
TNAP inh hi DEA,-7,-3,1,-3,44,2,-5,0

Printed as active in TNAP inh noacc, among the entries above:
nr	smiles	TNAP inh noacc	PMI act satM6P	HMGR II inh	TNAP act hiacc	PMI activator	FLuc stim CS	TNAP inh hi DEA
4	O=C(CSc1ncn[nH]1)NCCC(c1ccccc1)c1ccccc1	55*	1	-3	0.5	1	1	51*
